Myeloid diff 2 – myeloid differentiation induction | AID 624256 | ER-HoxA9 myeloid progenitors, lysozyme-GFP differentiation, flow cytometry | calls only at 10 µM | 360,000 compounds, 1% hits;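 active = normalized GFP-positive differentiation at or above the plate's own cutoff, the solvent-only control mean plus 3 SD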;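 also: cells exposed to compound for four days before flow analysis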
RSV CPE inhibition – RSV antiviral activity via CPE protection, HEp-2 cells, primary 10 µM value included (AID 2391). one-dose CPE inhibition, % at 10 µM; IC50 in µM for titrated hits. 310,000 compounds, 0.13% hits. HEp-2 cells, RSV-induced CPE inhibition; higher % means a stronger effect; in the data active = a potency from the dose series; also: strong numbers were not always called active
TNAP activation fold – human TNAP enzyme activators, primary screen, biochemical, luminescent, no phosphate acceptor, uHTS (AID 1001); purified TNAP, luminescent activation assay, no phosphate acceptor; higher activation fold means a stronger effect; one-dose activation fold at 20 µM; EC50 in µM for titrated hits; 200,000 compounds, 0.03% hits; in the data active = activation fold from about 3, or a potency from the dose series; inactive = the rest, 99 in 100 with activation fold below about 1.6; also: many of its hits are not listed in these tables
Rac1 GTP hydrolysis – MgcRacGAP GTPase-activating activity inhibitors, confirmation, biochemical, ADP Hunter fluorescence; MgcRacGAP-stimulated Rac1 GTP hydrolysis, ADP Hunter fluorescence; higher % means a stronger effect; GST-tagged Rac1 F28L mutant substrate; inhibition, % at 30 µM; hits with a dose series show IC50 in µM; 340,000 compounds, 0.6% hits;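 active = first-screen hits whose inhibition reached a set limit at any dose in the follow-up dose series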;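 also: fluorescence reports GDP produced by GAP-driven GTP hydrolysis; strong numbers were not always called active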
K1F lysis inhibition – inhibition of K1F phage lysis, E. coli UTI89, bacterial capsule biogenesis inhibitors, alamar blue (AID 488966) | 340,000 compounds, 0.02% hits | inhibition, % at 100 µM, or IC50 in µM where a hit was titrated | E. coli UTI89 K1F phage lysis, alamar blue, 2 h; higher % means a stronger effect;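 active = phage lysis inhibition, versus mean bacterial control, above a set limit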;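 also: capsule biogenesis inhibitors block K1F phage lysis so surviving cells raise fluorescence; higher fluorescence means more inhibition of phage lysis; actives were called in the ten point dose series up to 300 µM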
Large T inhibition – TAg ATPase/helicase activity blockers – biochemical (AID 1903) | inhibition, % at 20 µM; hits with a dose series show IC50 in µM | 310,000 compounds, 0.39% hits | SV40 large T antigen ATPase/helicase inhibition assay; higher % means a stronger effect; in the data active = a potency from the dose series; also: strong numbers were not always called active
T cell modulator – T cell immune modulation candidate; 330,000 compounds, 0.068% hits; AID 2052; 2C CD8+ T cell-vesicle binding, flow cytometry; stronger effect = lower value; calls only at 7 µM;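 active = response, share of CD8 T cells binding vesicles, and their 90th percentile fluorescence all below set limits, cut at about 80% in these data, passing the limit was not always enough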
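Assay system: 2C TCR transgenic mouse naive CD8+ T cells, MACS-purified | Read-out: CD8+ gate FL2 mean fluorescence as % of same-row positive control | Signal: High-throughput flow cytometry with anti-B7-1 and anti-CD8 staining | Timing: Binding step 1.5 h, 37 °C, antibody labelling 20 min, ice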
Salmonella PhoP GFP – PhoP-dependent GFP reporter repression – Salmonella Typhimurium, primary screen (AID 1863) | 300,000 compounds, 0.16% hits | S. Typhimurium PhoP-regulated promoter GFP reporter, 4 h; higher % means a stronger effect | inhibition, % at 50 µM; hits with a dose series show IC50 in µM;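 active = inhibition over 29.93%, a cutoff 3 SD above the screen mean, later confirmed by dose response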;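 also: 0% = low Mg2+ inducing control and 100% = high Mg2+ repressing control; strong numbers were not always called active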
NTR1 ag – NTR1-driven beta-arrestin-GFP spot formation – imaging, U2OS cells, high content, primary screen (AID 493036); agonist mode; 330,000 compounds, 0.17% hits; activation, % at 20 µM; P30989;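 active = activation at or above 40% of the spot to cytoplasm intensity ratio, with at least 20 cells analyzed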;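 also: 0% = DMSO without peptide and 100% = 100 nM NTR1 peptide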
Target sequence (P30989 whole entry, looked up): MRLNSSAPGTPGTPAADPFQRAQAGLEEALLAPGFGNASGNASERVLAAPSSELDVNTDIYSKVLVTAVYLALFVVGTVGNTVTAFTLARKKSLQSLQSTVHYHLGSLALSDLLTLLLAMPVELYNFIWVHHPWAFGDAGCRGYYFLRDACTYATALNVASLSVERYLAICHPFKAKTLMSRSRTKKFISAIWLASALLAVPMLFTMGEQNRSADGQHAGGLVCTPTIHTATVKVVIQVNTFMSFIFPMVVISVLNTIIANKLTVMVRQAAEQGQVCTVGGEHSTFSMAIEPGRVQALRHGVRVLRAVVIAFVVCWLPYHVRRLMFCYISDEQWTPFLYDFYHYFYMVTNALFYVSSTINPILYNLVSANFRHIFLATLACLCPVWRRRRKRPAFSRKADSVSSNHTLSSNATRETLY
T cell modulator vesicle-bound % – further read-out of T cell modulator, marked with its call; double positive events, %; measured here: CD8+ vesicle-bound cell fraction;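 binding gate set so that unloaded-vesicle control wells show 10% double positive cells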
NTR1 ag cell count 20 µM – second read-out of NTR1 ag, no call of its own (marks repeat the call); cell count; measured here: cell count, cytotoxicity flag
Myeloid diff 2 GFP+ MAC1+ % – second read-out of Myeloid diff 2, no call of its own (marks repeat the call); GFP+ MAC1+ double positive, %; measured here: differentiation confirmed by MAC1 staining
Active calls of the source: *; i = inactive; . = not tested or not shown; [ ] = dose if it differs, or a comment.

SMILES	Myeloid diff 2	Myeloid diff 2 GFP+ MAC1+ %	RSV CPE inhibition	TNAP activation fold	Rac1 GTP hydrolysis	K1F lysis inhibition	Large T inhibition	T cell modulator	T cell modulator vesicle-bound %	Salmonella PhoP GFP	NTR1 ag	NTR1 ag cell count 20 µM
CCCc1cc(C(=O)Nc2ccc(C)cc2)no1	i	3.7	7.4%	1.1	11%	0.0%	3%	i	27	2%	-0.1	101
CCn1c(SCc2ccc(F)cc2)nc2c(c1=O)SCC2	i	0.2	9.4%	1.1	1%	0.1%	-2%	i	64	-9%	8.3	61
COc1ccc(N(C)C(=O)Nc2ccc3nsnc3c2)cc1	i	0.4	.	1.1	5%	1.1%	6%	.	.	0%	.	.
COc1ccc(C(=O)OCC(=O)N2CCC(C)CC2)cc1S(=O)(=O)N1CCOCC1	i	0.6	.	.	4%	1.0%[50 µM]	.	.	.	.	2.3	74
O=C(Nc1ccc(C(=O)Oc2ccccc2)c(O)c1)c1ccccc1	i	0.7	11%	1.1	7%	0.1%	3%	i	55	-10%	6.1	102
COc1ccccc1/C=C1/C(=O)N(c2cc(C)cc(C)c2)C(c2cccc([N+](=O)[O-])c2)S1(=O)=O (stereo not given)	i	0.4	1.3%	0.9	8%	0.2%	7%	i	50	-11%	3.8	67
COc1ccccc1-n1cccc1C=O	i	0.1	4.1%	1.1	-2%	-1.8%	8%	i	5	-13%	-1.1	34
CCn1nc(C(=O)NNC(=O)c2ccccc2OCc2c(C)noc2C)c2ccccc2c1=O	i	0.3	0.7%	.	3%	1.2%[50 µM]	.	i	44	.	-3.3	63
CC1Cc2ccccc2N1CC(=O)NC(=O)NC1CCCC1 (stereo not given)	i	0.9	2.4%	1.1	2%	4.3%	16%	i	44	2%	-0.9	58
Cc1cc(C)c2c(=O)[nH]c(SCC(=O)NCCc3ccccc3)nc2n1	i	5.4	-0.6%	1	3%	-0.8%	10%	i	9	-1%	-0.8	38
COc1ccc(CCN(C)C(=O)N2CCOCC2)cc1OC	i	0.7	0.8%	1.1	1%	1.0%	-7%	i	21	3%	-0.9	72
COc1ccc(C2=NS(=O)(=O)N(C)C(C(=O)N3CCN(C)CC3)=C2)cc1	i	1.7	1.5%	.	3%	-0.3%	0%	i	17	.	1.5	89
Cc1c(Nc2c3ccccc3nc3ccccc23)c(=O)n(-c2ccccc2)n1C	i	0.5	0.3%	.	10%	0.6%	9%	i	57	24%	0.6	58
COc1ccccc1N1CC(C(=O)Nc2nc(C)cs2)CC1=O (stereo not given)	i	0.7	2.6%	.	11%	0.6%[50 µM]	.	i	40	.	2.8	52
CCOC(=O)C1=NN(c2ccc(C)cc2)CC1C(=O)OC (stereo not given)	i	0.4	1.2%	1.1	8%	0.0%	8%	i	49	-18%	1.0	76
Cc1ccc(Cl)cc1NC(=O)COC(=O)Cn1cnc2c1c(=O)n(C)c(=O)n2C	i	0.8	-1.7%	1	6%	0.4%	9%	i	22	0%	0.6	71
CC1(C)CC(=O)C(/C=N/c2ccccn2)=C(O)C1	i	2.9	-0.6%	1.1	4%	1.6%	0%	i	7	21%	-0.2	57
Cc1csc(NC(=O)Cc2c[nH]c3ccccc23)n1	i	2.0	-0.1%	1.1	9%	0.2%	0%	i	22	24%	4.1	39
CC(C)(C)C(=O)Nc1ccccc1N1CCN(c2ccc(F)cc2)CC1	i	1.6	2.0%	.	0%	0.1%	1%	i	25	-2%	3.8	51
COC(=O)COc1cc(OCC(=O)OC)c2c(-c3ccccc3)cc(=O)oc2c1	i	0.5	1.5%	.	12%	0.1%	1%	i	66	3%	4.3	54
COc1ccc(Oc2coc3c(CN(C)C)c(O)ccc3c2=O)cc1	i	0.9	0.7%	1.1	4%	3.6%	5%	i	32	14%	-4.1	82
CCCCC1(COC(=O)CCC(=O)O)C(=O)N(c2ccccc2)N(c2ccccc2)C1=O	i	3.0	0.7%	.	1%	4.0%	7%	i	63	3%	1.8	60
CCn1nc(C)c(CNC(=O)Nc2ccccc2C(=O)OC)c1C	i	0.2	12%	1	2%	0.1%	5%	i	55	14%	-1.6	55
CC1CCc2c(sc3nc(C4CC4)nc(N4CCN(C(=O)c5ccco5)CC4)c23)C1 (stereo not given)	i	0.4	3.1%	.	9%	4.1%	.	i	32	.	19	56
Cc1c(NC(=O)C(C)Oc2ccc(Br)cc2Cl)c(=O)n(-c2ccccc2)n1C (stereo not given)	i	0.6	-1.0%	.	6%	-0.6%	6%	i	46	-2%	0.4	56
O=C(Cn1c(=O)n(Cc2ccccc2)c(=O)c2ccccc21)NCc1ccco1	i	1.3	2.6%	0.8	5%	-0.4%	4%	i	46	0%	-1.0	100
COc1ccc(CNC(=O)c2ccc(C(C)(C)C)cc2)cc1	i	0.1	0.7%	1.1	5%	0.5%	18%	i	59	3%	3.6	51
CCC[C@@H]1CCCO[C@@](C(=O)NCc2cc(C)n(C)n2)(C(F)(F)F)C1	i	1.7	1.9%	.	6%	1.6%	11%	i	28	-3%	0.3	54
CC1CC(C)(C)NC(=S)N1CCC(=O)Nc1ccc2c(c1)OCCO2 (stereo not given)	i	1.0	-0.4%	1.1	-1%	8.6%	9%	i	15	-2%	-2.1	69
CC(C)=CCN1CCN(Cc2cccc3nccnc23)CC1CCO (stereo not given)	i	1.2	0.3%	1	-7%	-0.5%	3%	i	47	4%	0.1	59
O=C(NC1C2CCCC1CN(C1CC1)C2)c1ccc(Cl)cc1 (stereo not given)	i	0.2	17%	.	-27%	-1.5%	29%	i	50	3%	2.4	64
O=C(O)c1ccc(N2CCS(=O)(=O)CC2)cc1	i	0.1	0.1%	1	2%	4.0%	10%	i	51	-4%	-0.6	69
Cn1cccc1/C=N/N1CCN(Cc2ccc(Cl)cc2)CC1	i	0.5	0.6%	.	25%	-1.0%	33%	i	23	-3%	0.5	51
Cc1ccc2nsnc2c1NC(=O)CCl	i	0.1	-0.5%	1.1	3%	0.0%	-1%	i	27	-7%	-0.4	29
COC(=O)c1cc(S(=O)(=O)Nc2cccc(S(N)(=O)=O)c2)oc1C	i	0.8	0.3%	.	4%	i	8%	i	29	-11%	1.8	52
CCC(C)NS(=O)(=O)c1ccc(S(=O)(=O)N2CC=C(c3ccc(F)cc3)CC2)cc1 (stereo not given)	i	0.3	3.7%	0.9	10%	6.0%	1%	i	49	-8%	5.3	58
COc1cccc(N2CCN(c3c4c(nc5ncnn35)CCC4)CC2)c1	i	0.8	-0.8%	1.1	13%	0.2%	22%	i	29	3%	3.3	57
O=C1NC(=NCc2ccccc2)S/C1=C/c1ccc(O)cc1	i	1.2	4.6%	0.9	19µM*	0.6%[50 µM]	12µM*	i	53	15%	-1.1	73
O=C(NCCc1ccccc1)C(c1ccccc1F)N(C(=O)c1csnn1)C1CC1 (stereo not given)	i	3.1	0.6%	.	8%	-0.4%	3%	i	41	10%	0.9	46
CCN(CC)c1ccc(C(=O)NNC(=O)CN2C(=O)NC3(CCCCC3)C2=O)cc1	i	0.8	0.3%	.	12%	1.4%[50 µM]	15%	i	35	0%	-1.2	48

An excerpt from above, showing only Salmonella PhoP GFP:
| SMILES | Salmonella PhoP GFP |
| --- | --- |
| COc1cccc(N2CCN(c3c4c(nc5ncnn35)CCC4)CC2)c1 | 3% |
| O=C(NC1C2CCCC1CN(C1CC1)C2)c1ccc(Cl)cc1 (stereo not given) | 3% |
| O=C(O)c1ccc(N2CCS(=O)(=O)CC2)cc1 | -4% |
| O=C(NCCc1ccccc1)C(c1ccccc1F)N(C(=O)c1csnn1)C1CC1 (stereo not given) | 10% |
| COC(=O)c1cc(S(=O)(=O)Nc2cccc(S(N)(=O)=O)c2)oc1C | -11% |
| Cn1cccc1/C=N/N1CCN(Cc2ccc(Cl)cc2)CC1 | -3% |

Next part:
SMILES	Myeloid diff 2	Myeloid diff 2 GFP+ MAC1+ %	RSV CPE inhibition	TNAP activation fold	Rac1 GTP hydrolysis	K1F lysis inhibition	Large T inhibition	T cell modulator	T cell modulator vesicle-bound %	Salmonella PhoP GFP	NTR1 ag	NTR1 ag cell count 20 µM
COc1ccc(NC(=S)N2CCNC(=O)C2CC(=O)Nc2cccc(Cl)c2C)cc1 (stereo not given)	i	0.2	0.2%	1	10%	0.1%	1%	i	53	9%	1.6	80
COc1cccc(OC)c1C(=O)NC(=S)NCc1ccccc1	i	0.6	-0.1%	1.1	2%	1.5%	10%	i	56	-3%	0.7	58
C/C(=N\O)C(C)(C)Nc1cccc(F)c1	i	0.5	1.4%	.	12%	0.9%	8%	i	10	-9%	-1.1	47
Cc1cccc([N+](=O)[O-])c1NC(=O)COC(=O)C1CCCO1 (stereo not given)	i	0.9	1.4%	.	4%	0.1%[50 µM]	.	i	28	.	-2.2	64
CCC1CCCCN1CCNS(=O)(=O)c1ccc2c(c1)oc(=O)n2C (stereo not given)	i	3.9	0.4%	1.1	-2%	-1.2%	2%	i	15	2%	-2.0	88
COc1ccc(NS(=O)(=O)c2cccc(C(=O)OCC(=O)N3CCN(c4ccc(OC)cc4)CC3)c2)cc1	i	1.3	2.4%	.	5%	1.4%[50 µM]	16%	i	39	-4%	-1.0	45
COc1ccc(C(CNC(=O)Nc2ccccc2)N2CCN(C)CC2)cc1 (stereo not given)	i	3.1	0.1%	.	16%	0.2%	12%	i	7	-3%	0.3	62
CCc1nnc(NC(=O)c2ccc(NS(=O)(=O)c3ccccc3)cc2)s1	i	0.9	3.6%	1.1	6%	0.1%	3%	i	30	-10%	-1.3	96
CCOC(=O)C(C)Sc1ccc2nnc(-c3ccc(F)cc3)n2n1 (stereo not given)	i	8.7	2.2%	1.1	0%	-1.1%	17%	i	9	8%	2.4	66
CCOc1ccccc1NC(=O)NC(C)c1ccc2c(c1)OCO2 (stereo not given)	i	1.2	2.5%	.	3%	1.7%[50 µM]	5%	i	4	10%	1.1	52
O=[N+]([O-])c1ccc(OS(=O)(=O)Cc2ccccc2)cc1	i	0.3	0.4%	1.1	10%	0.0%	-2%	i	18	12%	-0.3	74

Two compounds drawn at random from those above, as already listed:
SMILES	Myeloid diff 2	Myeloid diff 2 GFP+ MAC1+ %	RSV CPE inhibition	TNAP activation fold	Rac1 GTP hydrolysis	K1F lysis inhibition	Large T inhibition	T cell modulator	T cell modulator vesicle-bound %	Salmonella PhoP GFP	NTR1 ag	NTR1 ag cell count 20 µM
CCOc1ccccc1NC(=O)NC(C)c1ccc2c(c1)OCO2 (stereo not given)	i	1.2	2.5%	.	3%	1.7%[50 µM]	5%	i	4	10%	1.1	52
COc1cccc(OC)c1C(=O)NC(=S)NCc1ccccc1	i	0.6	-0.1%	1.1	2%	1.5%	10%	i	56	-3%	0.7	58

Screens: PubChem BioAssay, several laboratories
